From PubChem
KAT2A inh: qHTS Assay for Inhibitors of GCN5L2; Histone acetyltransferase KAT2A (Homo sapiens), Q92830; 0.21% of 390,000 active; GCN5L2 HAT assay, ThioGlo1 CoA-SH fluorescence; Potency, µM (series often up to 58.9 µM), for the others: at the top dose activity change, negative = inhibition, usual class: inhibitors; active = well fitted inhibition curve with a large enough effect; inconclusive = small, poorly fitted or top-dose-only effect, or another doubt; inactive = no such curve, though single readings can be large or run the other way
Target sequence (Q92830 whole entry, looked up): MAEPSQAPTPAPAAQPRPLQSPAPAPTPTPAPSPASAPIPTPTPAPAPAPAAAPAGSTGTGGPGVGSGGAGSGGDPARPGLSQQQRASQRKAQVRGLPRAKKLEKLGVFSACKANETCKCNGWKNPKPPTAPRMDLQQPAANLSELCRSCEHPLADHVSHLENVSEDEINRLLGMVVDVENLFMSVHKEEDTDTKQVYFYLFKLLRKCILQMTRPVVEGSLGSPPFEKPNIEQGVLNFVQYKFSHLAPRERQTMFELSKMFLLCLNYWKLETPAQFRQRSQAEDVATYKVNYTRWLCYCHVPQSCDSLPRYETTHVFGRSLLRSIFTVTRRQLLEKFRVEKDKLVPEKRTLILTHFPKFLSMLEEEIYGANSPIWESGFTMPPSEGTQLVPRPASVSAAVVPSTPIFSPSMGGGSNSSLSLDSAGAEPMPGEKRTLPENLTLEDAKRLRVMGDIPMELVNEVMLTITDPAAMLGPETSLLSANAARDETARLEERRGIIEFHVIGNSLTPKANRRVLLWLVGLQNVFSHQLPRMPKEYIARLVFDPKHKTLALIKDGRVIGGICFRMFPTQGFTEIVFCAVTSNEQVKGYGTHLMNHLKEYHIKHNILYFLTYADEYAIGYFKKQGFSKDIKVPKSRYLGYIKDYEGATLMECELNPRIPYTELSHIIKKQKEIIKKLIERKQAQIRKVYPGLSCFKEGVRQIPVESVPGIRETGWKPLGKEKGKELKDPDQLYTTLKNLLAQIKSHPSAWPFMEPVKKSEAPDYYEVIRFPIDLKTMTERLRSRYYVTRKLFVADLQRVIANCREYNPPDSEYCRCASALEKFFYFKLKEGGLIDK
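Fluorescence readout, Ex340nm/Em540nm: ThioGlo1 (50uM final) reacts with free CoA thiol released as 20nM GCN5L2 acetylates H3(1-25) peptide (75uM) using acetyl-CoA (70uM). Compound and enzyme sat 15 min beforehand; 20 min room-temperature reaction.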
* = called active by the depositor; ? = inconclusive; [ ] = dose if it differs, or a comment. % is set by controls: 0 for no effect and ±100 for the full control effect; potency is the fitted concentration of half-maximal effect. This is a subset; count on the stated rates, not on these rows.

SMILES	KAT2A inh
NC(=O)c1ccc(N=Nc2c(O)c3ccccc3[nH]c2=O)cc1	29%
O=C1C=CC(=O)N1c1ccc(I)cc1Cl	-18%
Cc1ccc(N2CCN(CC(=O)Nc3c(C(=O)C4CC4)oc4ccccc34)CC2)cc1	-3%
O=C(CN1CCSCC1)N1CCc2[nH]c3ccc(Br)cc3c2C1	-7%
Cn1c2ccccc2c(=O)n2c(=O)c3ccccc3cc12	1%
O=C1c2ccccc2C(=O)C1(O)O	-9%
COc1ccccc1Nc1nn2c(=O)c3ccc(C(=O)NCc4cccnc4)cc3nc2s1	-10%
C[C@@H](C(=O)O)c1ccc(C(=O)c2ccccc2)s1	3%[21.4 µM]
O=C(c1noc2c1CCc1ccccc1-2)N1CCc2ccccc2C1	-12%
CCCC[C@H]1C(=O)N(c2ccccc2)N(c2ccc(O)cc2)C1=O	20%[21.4 µM]
CC(=O)c1c(O)cccc1O	15%
CN1C=CC(=C2C(=O)c3ccccc3C2=O)C=C1	-9%
COc1ccc(S(=O)(=O)N2CCOCC2)cc1NC(=O)CSc1nnc2ccccn12	-2%
CC[C@H](C)[C@H](NC(=O)[C@H](CC(=O)O)NC(=O)[C@H](CC(C)C)NC(=O)[C@H](Cc1cnc[nH]1)NC(=O)[C@H](C)NC(=O)[C@H](Cc1ccccc1)NC(=O)[C@H](Cc1ccc(O)cc1)NC(=O)[C@@H](NC(=O)[C@H](C)NC(=O)[C@H](CCC(=O)O)NC(=O)[C@H](CCC(=O)O)NC(=O)[C@H](CC(=O)O)NC(=O)CCC(=O)O)C(C)C)C(=O)N[C@H](C(=O)N[C@@H](Cc1c[nH]c2ccccc12)C(=O)O)[C@@H](C)CC	0%
COc1ccc(-n2nc3cc(C)c(NC(=O)C(C)C)cc3n2)cc1	-2%
O=C(CSc1nc(C2CC2)nc2ccccc12)N1CCc2ccccc2C1	-4%
Cc1ccc(-c2nn3c(-c4ccco4)nnc3c3ccccc23)cc1S(=O)(=O)N1CCOCC1	-2%
CCN(CC)C(=O)CSc1ncnc2c(-c3ccc(OC)cc3)nsc12	0%
CCCC(=O)Nc1cccc(C(=O)Nc2ccccc2OCC)c1	-1%
O=C(CN1CCN(Cc2ccc3c(c2)OCO3)CC1)N1CCc2[nH]c3ccccc3c2C1	-6%

Arranged by SMILES length (descending): 15 of the compounds above.
SMILES	KAT2A inh
CC[C@H](C)[C@H](NC(=O)[C@H](CC(=O)O)NC(=O)[C@H](CC(C)C)NC(=O)[C@H](Cc1cnc[nH]1)NC(=O)[C@H](C)NC(=O)[C@H](Cc1ccccc1)NC(=O)[C@H](Cc1ccc(O)cc1)NC(=O)[C@@H](NC(=O)[C@H](C)NC(=O)[C@H](CCC(=O)O)NC(=O)[C@H](CCC(=O)O)NC(=O)[C@H](CC(=O)O)NC(=O)CCC(=O)O)C(C)C)C(=O)N[C@H](C(=O)N[C@@H](Cc1c[nH]c2ccccc12)C(=O)O)[C@@H](C)CC	0%
Cc1ccc(-c2nn3c(-c4ccco4)nnc3c3ccccc23)cc1S(=O)(=O)N1CCOCC1	-2%
O=C(CN1CCN(Cc2ccc3c(c2)OCO3)CC1)N1CCc2[nH]c3ccccc3c2C1	-6%
Cc1ccc(N2CCN(CC(=O)Nc3c(C(=O)C4CC4)oc4ccccc34)CC2)cc1	-3%
COc1ccc(S(=O)(=O)N2CCOCC2)cc1NC(=O)CSc1nnc2ccccn12	-2%
CCCC[C@H]1C(=O)N(c2ccccc2)N(c2ccc(O)cc2)C1=O	20%[21.4 µM]
O=C(CSc1nc(C2CC2)nc2ccccc12)N1CCc2ccccc2C1	-4%
NC(=O)c1ccc(N=Nc2c(O)c3ccccc3[nH]c2=O)cc1	29%
O=C(CN1CCSCC1)N1CCc2[nH]c3ccc(Br)cc3c2C1	-7%
C[C@@H](C(=O)O)c1ccc(C(=O)c2ccccc2)s1	3%[21.4 µM]
CCCC(=O)Nc1cccc(C(=O)Nc2ccccc2OCC)c1	-1%
Cn1c2ccccc2c(=O)n2c(=O)c3ccccc3cc12	1%
O=C1C=CC(=O)N1c1ccc(I)cc1Cl	-18%
O=C1c2ccccc2C(=O)C1(O)O	-9%
CC(=O)c1c(O)cccc1O	15%

Continuation:
SMILES	KAT2A inh
Cc1ccnn2cc3c(=O)n(C)c(=O)n(C)c3c12	-4%
COc1ccc(CC(=O)Nc2ccccc2Oc2ccccc2)cc1	0%
Cc1nc(NC(=O)c2ccccc2)sc1-c1csc(Nc2ccc(F)cc2)n1	-1%
CCOC(=O)Cc1csc(NC(=O)c2c(O)c3ccccc3n(C)c2=O)n1	-5%
CCc1noc(C)c1C(=O)NC1CC(C)(C)Cc2c1cnn2-c1ccccc1 (centres undefined)	?
O=C(O)c1ccccc1Nc1ccc(CCc2ccc(Cl)c(Cl)c2)cc1	11µM*
COc1ccc([C@]23Cc4ccccc4C(O2)C2=C(CC4(CCCCC4)OC2=O)O3)cc1	-2%[12.7 µM]
CO/N=C(\C(=O)N[C@@H]1C(=O)N2C(C(=O)O)=C(COC(N)=O)CS[C@@H]12)c1ccco1	7%[21.4 µM]
Cc1ccc2c(c1)[nH]c1c(N3CCN(Cc4ccc5c(c4)OCO5)CC3)ncnc12	-3%
COc1ccc(NS(=O)(=O)c2ccc(NN=Cc3ccc(C(=O)O)cc3)c([N+](=O)[O-])c2)cc1	-21%
CC(C)N1CCN(c2ccc(C(=O)c3c(-c4ccc(O)cc4)sc4cc(O)ccc34)cc2)CC1	-15%
CC1C2(C)OCC(C#N)(C(=N)O2)C1(C#N)C#N (centres undefined)	-2%
COc1ccc(C[C@H](N)C(=O)N[C@@H]2[C@H](O)[C@H](n3cnc4c(N(C)C)ncnc43)O[C@@H]2CO)cc1	9%[21.4 µM]
CCOc1ccc(N2CCCCn3c2nc2c3c(=O)[nH]c(=O)n2C)cc1	-4%
Cc1nnc(NC(=O)c2cc(-c3ccco3)nc3ccccc23)s1	?
Cc1ccc2nsnc2c1NC(=O)c1cccc([N+](=O)[O-])c1	-7%
COC/C=C/C1=CC2=CC(=O)C(C)(OC(=O)c3cnc4ccccc4n3)C(=O)C2=CN1c1ccc(CO)cc1 (centres undefined)	?
Cc1ccc(C2CC(=O)Oc3ccc(C(C)(C)C)cc32)cc1 (centres undefined)	-1%[88.6 µM]
O=C(Cl)COCc1ccccc1	0%
CC(=O)OCC(=O)[C@@]1(O)CCC2C3C[C@H](C)C4=CC(=O)C=CC4(C)C3C(O)CC21C (some centres undefined)	34%[activator]
CCCCc1nc2ccn(CC(=O)N(C)C)c(=O)c2n1Cc1ccc(-c2ccccc2-c2nn[nH]n2)cc1	-10%
COc1ccc(NC(=O)COC(=O)c2c(F)cccc2Cl)cc1OC	0%
CCCCCCN(C(=O)CCCCCN1C(=O)NC(c2ccc(-c3ccccc3)cc2)C(C(=O)OCc2ccccc2)=C1C)C(C(=O)NCCCC)c1ccc(O)c(C(=O)OC)c1 (centres undefined)	16%
CO/S(=N\S(=O)(=O)c1ccc(Cl)cc1)c1ccc([N+](=O)[O-])cc1 (centres undefined)	-12%
O=c1cc(CO)oc(C(Nc2ccccn2)c2ccsc2)c1O (centres undefined)	7%
Cc1ccc(S(=O)(=O)N2CCC(=O)N([C@H](COCc3cccc(C(F)(F)F)c3)Cc3ccccc3)CC2)cc1	5%
CC(=O)C1=C(C)NC(SCC(=O)c2ccccc2)=C(C#N)C1c1ccco1 (centres undefined)	-11%
CCOc1ccccc1N/C(=N/c1nc(C)cc(C)n1)NC(=O)Nc1ccc(Cl)c(Cl)c1	2%
Cc1cc(N2C(=O)C(O)=C(C(=O)c3ccco3)C2c2cccnc2)no1 (centres undefined)	-2%
CCCCC1=CC2=CC(=O)C(C)(OC(=O)c3cnc4ccccc4n3)C(=O)C2=CO1 (centres undefined)	-18%
CC(C)CC(=O)N1CC(C)N(C(=O)CC(C)C)CC1C (centres undefined)	3%
Cc1ccc(/C=C2/SC(=S)N(CCC(=O)N3CCN(c4ccccc4)CC3)C2=O)cc1	-23%
Cc1cccc(NC(=O)c2snc3c(=O)[nH]cnc23)c1	2%
O=C1OCCC1N(C(=O)C1CC1)c1cccc(Cl)c1 (centres undefined)	-10%
CC(=O)N1c2ccc3ccccc3c2C2C=CCC2C1c1ccc(Br)cc1 (centres undefined)	-12%
COc1cc2c(cc1OC)C1O[C@](c3ccsc3)(C2)OC2=C1C(=O)OC1(CCCCC1)C2	-3%[12.7 µM]
S=C(NCCc1ccccc1)N/N=C/C1CCCCC1	-4%
CCOC(=O)C1=C(C)NC(=O)C1CC(=O)Nc1ccccc1 (centres undefined)	-1%
Cc1ccc2nc3c(cc(C(=O)NCc4ccco4)c(=N)n3C3CCCC3)c(=O)n2c1	-3%
O=C(Nc1ccc(Cl)c([N+](=O)[O-])c1)Nc1nc2ccccc2s1	-8%
CCOc1ccc(NC(=O)c2oc3ccccc3c2NC(=O)CC)cc1	-58%
OCCOC[C@H]1O[C@H](OCCO)[C@H](OCCO)[C@@H](OCCO)[C@@H]1OCCO (tested in a mixture with another compound)	1%
CCOC(=O)c1ccc(N2Cc3cc(C)c(C)cc3C2)cc1O	-23%
CN1CCN(c2ccc(Nc3c4ccccc4nc4ccccc34)cc2)CC1	-5%
O=C(CCNC(=O)c1ccccc1)N=Nc1c(O)[nH]c2ccccc12	3%
COc1ccccc1N1CCN(C(=O)CC2NC3CCCCC3NC2=O)CC1 (centres undefined)	0%
CCOC(=O)C1=C(C)N=C2SC(C)C(=O)N2C1c1ccc(OC(C)=O)c(OCC)c1 (centres undefined)	1%
Cc1ccc(N/N=C2\CC(=O)c3ccccc32)cc1Cl	-13%
C[C@@]12CC[C@@H]3c4ccc(O)cc4CC[C@H]3[C@H]1CC[C@H]2O	8%[21.4 µM]
O=C(O)CO	3%
C[C@@H]1NC(=O)c2cc([N+](=O)[O-])cc(I)c2OCC[C@@H](C(N)=O)NC(=O)[C@H](CCC(=O)O)NC1=O	-3%
COc1cccc(C2=CC(c3ccc(C)cc3)n3ncnc3N2)c1 (centres undefined)	-21%
CC[C@H](C)[C@H](NC(=O)[C@H](CO)NC(=O)[C@H](C)NC(=O)[C@H](C)NC(=O)[C@H](CCC(N)=O)NC(=O)[C@H](CCCCN)NC(=O)[C@H](CCCN=C(N)N)NC(=O)[C@@H](N)CS)C(=O)N[C@@H](CCCCN)C(=O)N[C@H](C(=O)N[C@@H](C)C(=O)N[C@H](C(=O)N[C@@H](CO)C(=O)O)C(C)C)C(C)C	1%
C[C@@H]1O[C@H](O[C@@H]2\C=C/C=C\C=C/C=C\C[C@H](C)OC(=O)/C=C\[C@H]3O[C@@H]3C[C@H](O)C[C@]3(O)C[C@@H](O)[C@@H](C(=O)O)[C@H](C2)O3)[C@@H](O)[C@H](N)[C@@H]1O (stereo in doubt)	19%[21.4 µM]
CC(=O)C(C)=O	-6%
Cc1n[nH]c(=S)c2nn(-c3cccc(Cl)c3)c(C)c12	-6%
CCOC(=O)c1[nH]c2ccc(Br)cc2c1NC(=O)CCN1CCCCC1	-2%
NCC(O)C1CCCCCCC1 (centres undefined)	0%
COc1ccc(Cn2c(SCc3ccccc3C)nc3cc(OC)c(OC)cc3c2=N)cc1	-4%
Cc1cc(N2CCN(C(=O)c3ccco3)CC2)n2nc(C)c(-c3ccc(Cl)cc3)c2n1	-5%

(continued)
SMILES	KAT2A inh
COc1ccc(/C=N/NC(=S)Nc2ccccc2)cc1COc1ccccc1F	-2%
Cc1ccc(CNC(=O)CCCCCNc2nc(=S)[nH]c3ccccc23)cc1	-1%
O=P(O)(CN1CCCCC1)CN1CCCCC1	-3%
COc1ccc(OC)c2sc(N(CCCN(C)C)C(=O)c3ccc(S(=O)(=O)N4CCc5ccccc5C4)cc3)nc12	-4%
CCCn1cnc2c(c1=O)c1nc3ccccc3nc1n2Cc1ccccc1OC	1%
O=C(CSCCSCC(=O)c1ccco1)c1ccco1	?
N#Cc1c(-c2ccco2)nc(SCC(=O)Nc2ccc(S(N)(=O)=O)cc2)[nH]c1=O	?
CC(C)C[C@H](NC(=O)[C@H](O)[C@H](N)Cc1ccccc1)C(=O)O	0%
Cc1ccc(C2c3c(C)nn(-c4ccc([N+](=O)[O-])cc4)c3N=C3C(=O)Nc4ccccc4N32)cc1 (centres undefined)	-3%
CN(C)CC[C@@](O)(c1ccccc1)c1ccccc1Cl	1%
Cn1c(=O)[nH]c(=O)c2c1nc(Br)n2CCCc1ccccc1	2%
CCCCn1c2ccccc2c2nnc(SCC(=O)NC3=NN=C(c4ccccc4)CS3)nc21	-17%
CC1Nc2ccc(Cl)cc2S(=O)(=O)N1 (centres undefined)	0%
COc1cc2c(cc1OC)C1O[C@](c3ccsc3)(C2)Oc2c1c(=O)oc1ccc(F)cc21	5%[12.7 µM]
C=CN1CCCC1=O	-10%
CCOC(=O)c1c(N)sc(C)c1-c1ccccc1	-17%
CC1CCC(NC(=O)CN2C(=O)COc3ccc(S(=O)(=O)N4CCCC4)cc32)CC1 (centres undefined)	1%
CC(C)CNC(=O)NC(=O)COC(=O)c1cc([N+](=O)[O-])ccc1NCc1ccccc1Cl	-13%
NCCCCCCC(O)(P(=O)(O)O)P(=O)(O)O	-2%
Cn1c(=O)c2c(nc(SCc3ccccn3)n2C)n(C)c1=O	-15%
CCOC(=O)c1c(C)[nH]c(C2=NNC(=Nc3cccc(Cl)c3)SC2)c1C	0%
C#CC(N)CCC(=O)O (centres undefined)	-3%
CCc1ccc(-c2cc(-c3n[nH]c(=S)n3CC)c3ccccc3n2)cc1	-3%
COC(=O)c1[nH]c2cccc(OC)c2c1NC(=O)CCN1CCC(C(N)=O)CC1	-10%
NNC(=O)c1nn(-c2ccccc2)cc1O	-1%
CC1(C)O[C@@H]2[C@H](O1)[C@@H](COS(=O)(=O)O)O[C@H]2n1cnc2c(N)ncnc21	-18%
CC1(C)Cc2ccccc2C(=NCCCCCC(=O)O)N1	-1%
O=C(NC(=S)Nc1ccc2oc(=O)ccc2c1)c1ccc(-c2cccc(Cl)c2Cl)o1	-2%
CC(C)(N)C(=O)N[C@@H](Cc1cnc[nH]1)C(=O)N[C@H](Cc1ccc2ccccc2c1)C(=O)N[C@H](Cc1ccccc1)C(=O)N[C@@H](CCCCN)C(N)=O	20%
